# Pol beta inh – inhibitors of human DNA polymerase beta; AID 485314; Potency, µM (doses to about 114 µM), inactives show top-dose activity change, negative = inhibition, usual class: inhibitors; Pol beta primer extension/strand displacement, fluorescence kinetic; 1.3% of 340,000 active; P06746; also: % is scaled to controls: 0 for no effect and ±100 for the full control effect
#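 Pol beta (10 nM) was preincubated with compound for 15 min at room temperature. The reaction was then started with 50 nM substrate and read immediately and after a further 10 min at room temperature.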
# Pol iota inh – DNA polymerase iota (human) inhibition; Q9UNA4; Pol iota fluorescent replication assay, 10 min; Potency, µM (highest dose often 115 µM), without a hit: at the highest dose activity, negative = inhibition, most hits filed as inhibitors; 1% of 390,000 active; AID 588590
#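 Pol iota at 10 nM preincubated 15 min with compounds at room temperature; reaction started with fluorescent substrate, 50 nM final. Fluorescence read kinetically at 0 and 10 min; buffer-only wells as negative control.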
# Pol eta inh – inhibitors of human DNA polymerase eta | Q9Y253 | recombinant Pol eta, fluorescent DNA replication assay | Potency, µM (series often up to 114 µM), for the others: top-dose activity change, negative = inhibition, most hits filed as inhibitors | 1.2% of 390,000 active | AID 588591; also: % is scaled to controls: 0 for no effect and ±100 for the full control effect
#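 Pol eta at 10 nM preincubated with compounds 15 min at room temperature; reaction started with fluorescent substrate (50 nM final) and read kinetically at 0 and 10 min.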
# Apoferritin bind – candidate novel general anesthetic via apoferritin binding; AID 485281; P02791; apoferritin/1-aminoanthracene competitive binding, fluorescence; Potency, µM (doses to about 77.5 µM), for the others: top-dose activity change, negative = displacement, actives largely listed as inhibitors; 0.074% of 350,000 active; also: % is scaled to controls: 0 for no effect and ±100 for the full control effect; nearly all actives have a fitted effect of over 20% in size
# Target sequence (P02791 2-175 limits assumed): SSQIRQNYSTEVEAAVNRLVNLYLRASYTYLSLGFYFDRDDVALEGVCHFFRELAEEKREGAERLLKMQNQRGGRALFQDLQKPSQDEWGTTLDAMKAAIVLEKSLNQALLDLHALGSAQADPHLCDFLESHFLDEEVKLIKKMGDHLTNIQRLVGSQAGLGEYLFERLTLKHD
#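 Apoferritin-based anesthetic binding model; compound displacement of fluorescent 1-AMA measured as endpoint fluorescence after 10 minutes at room temperature, scaled to free-ligand and complex controls.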
# G9a inh – blocks human histone lysine methyltransferase G9a. G9a H3K9 monomethylation, AlphaScreen, 2 h. Potency, µM (titrated, usually from 102 µM), inactives show top-dose activity, negative = inhibition, actives largely listed as inhibitors. 8.8% of 350,000 active; also: % is scaled to controls: 0 for no effect and ±100 for the full control effect; nearly all actives have a fitted effect of over 75% in size
# Target sequence (Q96KQ7 913-1193 limits assumed): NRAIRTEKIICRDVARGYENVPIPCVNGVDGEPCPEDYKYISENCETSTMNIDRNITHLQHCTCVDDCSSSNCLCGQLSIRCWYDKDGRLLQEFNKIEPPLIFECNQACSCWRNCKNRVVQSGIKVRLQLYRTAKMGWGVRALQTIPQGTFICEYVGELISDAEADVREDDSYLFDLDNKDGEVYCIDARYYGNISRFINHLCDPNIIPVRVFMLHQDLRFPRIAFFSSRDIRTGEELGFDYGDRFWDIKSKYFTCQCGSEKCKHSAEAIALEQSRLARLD
#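 Enzyme 20 nM + cpd, 15 min RT; add b-H3K9 pep 500 nM / SAM 20 uM; 2 h RT; anti-H3K9me1 Ab 0.5 ug/mL + SA donor / anti-rabbit acceptor beads 20 ug/mL each, 10 min; AlphaScreen read.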
# BAZ2B inh – BAZ2B (human) inhibition. AID 504333. Potency, µM (highest dose often 114 µM), for inactives: top-dose activity change, negative = inhibition, usual class: inhibitors. AlphaScreen BAZ2B-H3K14Ac peptide displacement. 4.4% of 360,000 active. Q9UIF8; also: % is scaled to controls: 0 for no effect and ±100 for the full control effect; nearly all actives have a fitted effect of over 60% in size
#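 Protein-peptide AlphaScreen: BAZ2B 50 nM, b-H3K14Ac 50 nM, 1x PBS pH 7.4 + 0.01% Tween-20. Preincubation 30 min RT; cpd 30 min RT (top 110 uM); beads 20 min RT, light-protected.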
# BLM helicase inh – blocks DNA unwinding by human BLM helicase | Potency, µM (series often up to 56.1 µM), for inactives: at the highest dose activity change, negative = inhibition, most hits filed as inhibitors | recombinant BLM DNA unwinding, fluorescence dequenching | AID 2528 | P54132 | 0.2% of 350,000 active;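 also: plate controls were vehicle for no effect and no enzyme for full effect; nearly all actives have a fitted effect of over 35% in size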
# POLK inh – blocks human DNA polymerase kappa activity; 0.53% of 400,000 active; Q9UBT6; purified Pol kappa, fluorescent DNA synthesis assay, 10 min; Potency, µM (series often up to 107 µM), for the others: at the top dose activity, negative = inhibition, usual class: inhibitors; also: % is scaled to controls: 0 for no effect and ±100 for the full control effect
#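 Kinetic fluorescence screen: compound preincubated 15 min RT with 10 nM enzyme; 50 nM substrate (final) initiates; reads at 0/10 min.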
# APE1 inh – APE1 (human) endonuclease inhibition; 0.35% of 350,000 active; Potency, µM (highest dose often 65.8 µM), for the others: at the highest dose activity change, negative = inhibition, actives largely listed as inhibitors; AID 2517; P27695; recombinant APE1, TAMRA/BHQ-2 abasic DNA cleavage fluorescence;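 also: plate controls were vehicle for no effect and reference inhibitor for full effect; nearly all actives have a fitted effect of over 55% in size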
# Target sequence (P27695 whole entry, looked up): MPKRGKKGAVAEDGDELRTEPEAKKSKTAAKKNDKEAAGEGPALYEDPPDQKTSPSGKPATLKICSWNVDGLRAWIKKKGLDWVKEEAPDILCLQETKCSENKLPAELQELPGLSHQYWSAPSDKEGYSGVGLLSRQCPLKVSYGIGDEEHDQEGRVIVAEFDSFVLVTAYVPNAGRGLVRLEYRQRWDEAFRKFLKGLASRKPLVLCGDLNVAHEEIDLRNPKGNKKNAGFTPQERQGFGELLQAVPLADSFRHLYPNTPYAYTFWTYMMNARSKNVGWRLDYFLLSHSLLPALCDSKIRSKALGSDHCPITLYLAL
#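 APE1 at 0.75 nM preincubated 15 min at room temperature with compound. Reaction then started with 50 nM double-stranded THF-abasic substrate labelled with TAMRA/BHQ-2, and 525/598 nm fluorescence read kinetically. Activity taken as third-minus-first read difference, normalized to DMSO and NSC13755 controls.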
# Numbers without * were called inactive; ? = inconclusive; · = no result given; & = joins results of further samples; [ ] = dose if it differs, or a comment. Calls follow the shape of the dose curve; as a rule, active = well fitted curve in the direction sought with a large enough effect; inconclusive = small, poorly fitted or top-dose-only effect, or another doubt; inactive = no such curve, though single readings can be large; an effect the other way counts as inactive or inconclusive. Potency is read from the fitted curve at half-maximal effect.
# Screens in order – Pol beta inh, Pol iota inh, Pol eta inh, Apoferritin bind, G9a inh, BAZ2B inh, BLM helicase inh, POLK inh, APE1 inh
COc1cc2[nH]c(=S)n(C3CCCC3)c(=O)c2cc1OC
 : -1.6%, -12.7%, -7.9%, -1.5%, -6.1%[12.7 µM], 13.2%, -4.0%, -10.3%, 0.3%
CCc1cc(=O)oc2cc(C)cc(OCC(=O)NC3CCN(Cc4ccccc4)CC3)c12
 : 11.0%, 2.9%, 5.6%, -7.6%, -3.1%, -38.1%, 7.6%, 4.7%, ?
CC[C@@]1(C(=O)OC)N[C@H](CN(C)S(=O)(=O)c2ccccc2)[C@@H]2C(=O)N(Cc3ccccc3)C(=O)[C@@H]21
 : ·, 2.0%, -8.7%, ·, ·, ·, ·, -13.7%, 7.6%
COc1ccc(CCN(C)S(=O)(=O)c2ccc(Cl)nc2)cc1OC
 : 13.2%, 14.0%, -3.9%, -4.2%, 1.5%, ·, 0.4%, -11.6%, 9.1%
C=CCN(C(=O)CCS(=O)(=O)c1cccc2nsnc12)c1ccccc1
 : 27.4%, 40.7%[activator], -19.9%, 2.3%, 44.7µM*, -3.9%, 0.0%, 4.7%, -7.0%
Cc1ccccc1S(=O)(=O)N1[C@@H](c2ccc(F)cc2)C(C(=O)O)=CC[C@H]1c1ccc(Cl)cc1
 : ·, -11.9%, -1.8%, ·, 4.4%[2.33 µM], -9.5%, ·, -13.5%, -11.9%
O=C(Nc1nccs1)c1ccc[nH]c1=O
 : -0.5%, -1.0%, -1.9%, 5.8%, -3.0%[12.7 µM], -26.1%, -4.4%, -10.1%, 12.9%
O=C(CSc1nc(=O)n(Cc2ccco2)c2c1CCC2)NCc1ccccc1
 : 2.2%, 21.6%, -20.1%, -3.5%, 8.6%[59 µM], -6.5%, 0.7%, -3.7%[60.1 µM], ·
Cc1nn2c(C)c(C(=O)NC(C)(C)C)cnc2c1-c1ccc(F)cc1
 : 9.0%, 14.9%, -6.4%, -4.4%, 13.0%[59 µM], -3.8%, 3.0%, 0.0%, ·
CCCn1c(SCC(=O)N2CCc3ccccc32)n[nH]c1=O
 : ·, 97.0%[activator], -12.2%, ·, ·, ·, ·, -6.2%, 30.8%
Cc1ccc(SCC(=O)NN=C2CCN(C)CC2)cc1
 : -9.8%, -2.0%, -13.7%, ?, -21.3%, -4.6%, 0.6%, ?, -5.7%
COc1cc2nc(NCCc3cccc(C)c3)n3nc(-c4ccccc4)nc3c2cc1OC
 : -1.6%, -4.7%, -12.3%, 35.3%[activator], -12.2%[59 µM], -31.2%, -5.6%, 0.1%, ·
CCOc1ccc(S(=O)(=O)NCCC(=O)NCC(c2ccco2)N2CCCCC2)cc1 (stereo unspecified)
 : ·, 44.5%[activator], -27.9%, ·, 15.5%[12.7 µM], 6.8%, ·, -9.4%, 31.8%
O=C(NCc1ccncc1)C(=O)NCc1ccncc1
 : 0.7%, 61.3%[activator], 6.8%, -4.0%, 16.2%, -10.8%, -6.0%, 0.0%, 15.3%
CC(=O)NC(c1ccc2ccccc2c1)c1ccc2cccnc2c1O (stereo unspecified)
 : 4.6%, 41.1%[activator], -10.5%, -22.4%, -38.4%, 28.2µM*, -4.3%, -2.2%, 15.5%
COC(=O)/C(C#N)=C\c1c(OC)[nH]c2ccccc12
 : 21.4%, 9.1%, 1.6%, -2.5%, -48.4%, -2.9%, 0.0%, -14.9%, -0.9%
Cc1cc(OCCCCNC(C)C)cc(C(C)C)c1
 : 10.9%, 31.9%[activator], -11.1%, -7.1%, 28.2µM*, ?, -4.1%, -20.8%, 6.2%
Cc1ccccc1NC(=O)c1ccc(CN2CCc3ccccc3C2)cc1
 : -3.0%, 5.3%, -15.7%, 0.9%, 7.1%[59 µM], -0.9%, -1.3%, -13.0%, -3.4%
COc1ccc(CNS(=O)(=O)NCc2ccc(C)cc2)cc1OC
 : 7.3%, 32.5%, -18.4%, -13.7%, -6.2%, -3.7%, -1.2%, -3.5%, -3.7%
Oc1c(C(c2ccccc2Cl)N2CCOCC2)sc2nc(-c3ccco3)nn12 (stereo unspecified)
 : -23.3%, -10.5%, -7.9%, 33.3%[activator], -31.5%[59 µM], -33.3%, 1.0%, -5.8%[60.1 µM], ·

# Four entries from above, as labelled records:
CCc1cc(=O)oc2cc(C)cc(OCC(=O)NC3CCN(Cc4ccccc4)CC3)c12
  Pol beta inh: 11.0%; Pol iota inh: 2.9%; Pol eta inh: 5.6%; Apoferritin bind: -7.6%; G9a inh: -3.1%; BAZ2B inh: -38.1%; BLM helicase inh: 7.6%; POLK inh: 4.7%; APE1 inh: ?

CC[C@@]1(C(=O)OC)N[C@H](CN(C)S(=O)(=O)c2ccccc2)[C@@H]2C(=O)N(Cc3ccccc3)C(=O)[C@@H]21
  Pol beta inh: ·; Pol iota inh: 2.0%; Pol eta inh: -8.7%; Apoferritin bind: ·; G9a inh: ·; BAZ2B inh: ·; BLM helicase inh: ·; POLK inh: -13.7%; APE1 inh: 7.6%

CCCn1c(SCC(=O)N2CCc3ccccc32)n[nH]c1=O
  Pol beta inh: ·; Pol iota inh: 97.0%[activator]; Pol eta inh: -12.2%; Apoferritin bind: ·; G9a inh: ·; BAZ2B inh: ·; BLM helicase inh: ·; POLK inh: -6.2%; APE1 inh: 30.8%

COc1ccc(CCN(C)S(=O)(=O)c2ccc(Cl)nc2)cc1OC
  Pol beta inh: 13.2%; Pol iota inh: 14.0%; Pol eta inh: -3.9%; Apoferritin bind: -4.2%; G9a inh: 1.5%; BAZ2B inh: ·; BLM helicase inh: 0.4%; POLK inh: -11.6%; APE1 inh: 9.1%

# The list goes on:
molecule | Pol beta inh | Pol iota inh | Pol eta inh | Apoferritin bind | G9a inh | BAZ2B inh | BLM helicase inh | POLK inh | APE1 inh
Cc1cccc(CS(=O)(=O)Cc2ccc(C(=O)NCc3ccc(Cl)cc3)o2)c1 | -25.9% | -24.6% | 12.6% | ? | 0.6%[59 µM] | 3.9% | 1.8% | -6.4%[60.1 µM] | ·
Cc1cc(C)nc(/N=C2\NC(=O)CC(C(=O)O)N2c2ccc(Cl)cc2)n1 (stereo unspecified) | ? | -7.1% | -14.5% | -1.7% | ? | 4.0% | -1.2% | 3.3% | 0.7%
Cc1cc(C(=O)CSc2n[nH]c(N)n2)c(C)n1-c1cccc(F)c1 | 22.5% | 6.9% | -3.9% | -19.0% | ? | 50.1µM* | -6.9% | -5.1% | 13.4%
Cc1cc(OCC(=O)N2CCC(C(=O)O)CC2)c2c(C)cc(=O)oc2c1 | -1.2% | 1.4% | -8.9% | -2.9% | ? | -5.8% | 5.8% | -2.0% | 9.0%
COc1ccc(-c2ncccc2O)cc1 | -4.8% | 8.5% | -18.3% | -9.1% | 0.8% | -1.5% | 1.4% | -8.4% | 3.3%
CC1(NC(=S)Nc2ccc(NC(=S)NC3(C)CCS(=O)(=O)C3)cc2)CCS(=O)(=O)C1 (stereo unspecified) | 42.0% | 16.0% | 8.7% | 5.7% | · | -5.4% | -1.5% | -19.4% | 0.4%
COc1ccc(CCNc2c([N+](=O)[O-])c(=O)oc3ccccc23)cc1OC | 32.3% | 14.4% | -5.5% | -18.4% | 20.8%[59 µM] | -4.4% | -0.6% | -15.0% | 0.3%
Fc1ccc(-c2cnc[nH]2)cc1 | ? | 14.7% | -6.8% | -1.7% | 25.6%[12.7 µM] | -10.5% | 2.7% | -1.2% | 0.5%
Cc1ccc(S(=O)(=O)N(C)C)cc1NC(=O)C(C)OC(=O)c1cc[n+]([O-])cc1 (stereo unspecified) | · | 49.3%[activator] | -14.6% | · | · | · | · | -11.6% | -1.6%
COc1ccccc1NC(=O)CN(c1ccccc1)S(=O)(=O)c1ccccc1 | -21.8% | -18.4% | -6.0% | 4.6% | -8.1%[0.501 µM] | 12.3% | -5.5% | -18.5% | -20.6%
CC(O)(CS(=O)(=O)Cc1ccccc1)c1ccccc1 (stereo unspecified) | 25.1% | 12.3% | -9.6% | -9.0% | ? | -34.4% | -6.4% | 3.2% | 18.7%
NC(=O)C[C@H](NC(=O)Cc1ccc(O)cc1O)C(=O)O | · | · | · | 4.0%&-4.1% | 27.1%[59 µM] | · | -9.9%&-1.0% | 4.5%[19.4 µM] | 2.0%&22.5%&-7.1%
CC(C)N(C)CCOC(=O)C1COc2ccccc2O1 (stereo unspecified) | -0.3% | -14.2% | -7.2% | -2.7% | ? | -14.6% | -2.6% | 1.9% | 1.0%
O=C(c1cccc(-n2cccc2)c1)N1CCN(S(=O)(=O)c2ccccc2)CC1 | · | 8.91µM* | 8.91µM* | · | 5.0%[2.33 µM] | 8.91µM* | · | 17.8µM* | 1.5µM*
CC(C)[C@H]1C(=O)Nc2ccccc2N1C(=O)N[C@@H](Cc1ccccc1)C(=O)N[C@@H](C(=O)O)c1ccccc1 | -0.9% | 27.8% | -19.8% | -3.4% | · | 4.2% | -19.9% | 12.4% | 6.3%
COC(=O)c1ccc(NC(=O)CC2C(=O)N(c3cccc(OC)c3)C(=O)N2Cc2cccc(OC)c2)cc1 (stereo unspecified) | 2.1% | 13.2% | -8.3% | -6.8% | -6.6%[59 µM] | -16.6% | -6.4% | 9.7% | ·
N=C1c2ccccc2CN1NC(=O)COc1ccc(Cl)cc1 | 0.4% | -0.2% | 3.3% | -2.0% | 35.5µM* | -12.3% | 1.0% | -9.6% | -1.7%
COc1cccc(NC(=O)c2cc3ccccc3o/c2=N\O)c1 | -21.5% | ? | -6.6% | ? | 6.1%[0.501 µM] | -33.7% | -5.6% | -5.6% | 25.9%
O=C(Nc1ccc(Cl)c(S(=O)(=O)N2CCOCC2)c1)c1cccs1 | · | 43.0%[activator] | -17.8% | · | · | · | · | -16.1% | -12.1%
CC(C(=O)Nc1ccc(O)c(C(=O)O)c1)N1C(=O)/C(=C/c2cccs2)SC1=S (stereo unspecified) | ? | ? | 79.4µM* | ? | 35.5µM* | ? | -1.7% | ? | 29.4%
O=c1cc(O)nc(SCc2ccccc2)n1-c1ccc(Cl)cc1 | -10.9% | -9.6% | -7.2% | -7.4% | -8.5% | -21.0% | -3.3% | ? | -3.8%

# The list is partial, so the mix of outcomes need not match the whole.
